High-throughput results deposited in PubChem by Southern Research Specialized Biocontainment Screening Center.
inhibitors of VEEV: inhibitors of VEEV TC-83 cytopathic effect, confirmation, Vero cells (AID 588727). 350,000 compounds, 0.13% hits. inhibition, % at 20 µM, or IC50 in µM where a hit was titrated. Vero cells, VEEV TC-83 cytopathic effect inhibition; higher % means a stronger effect; in the data active = a potency from the dose series; inconclusive = inhibition mostly from about 14% at the one dose, without a potency; inactive = the rest, 99 in 100 with inhibition below about 12%; note: strong numbers were not always called active
* marks the source's active call; other numbers are inactive results; i = inactive; ? = inconclusive. This is a subset; count on the stated rates, not on these rows.

SMILES	inhibitors of VEEV
Cc1ccc(N(CC(=O)NC(C)C)C(=O)CCC(=O)Nc2ccccn2)c(C)c1	7.2%
COc1ccccc1S(=O)(=O)N(C)C[C@H]1OCc2cnnn2CCCC(=O)N([C@H](C)CO)C[C@@H]1C	5.8%
COCCn1c(=S)[nH]c2cc(C(=O)N3CCN(C4CCCCC4)CC3)ccc2c1=O	0.6%
CC1=C(C(=O)N(C)C)CC(CC(=O)NCCc2ccccn2)C(=O)N1Cc1ccc(F)cc1 (configuration not stated)	i
Cc1ccc(OCC(=O)NNC(=O)c2ccc(F)c(S(=O)(=O)N3CCOCC3)c2)cc1C	0.0%
COc1ccc(CN2C(=O)c3ccccc3C2=O)cc1C(=O)N(C)CC(=O)Nc1ccc(C)cc1	2.0%
NC1CC2CCCCC2CC1(O)c1ccccc1 (configuration not stated)	0.6%
CCCCn1c(N)c(N(C)C(=O)CCCn2c(=O)oc3ccccc32)c(=O)[nH]c1=O	i
NS(=O)(=O)c1ccc(CCNC(=O)c2cccc(S(=O)(=O)N3CCc4ccccc43)c2)cc1	0.8%
CC(=O)Nc1cccc(NS(=O)(=O)c2ccc3c(c2)CCC(=O)N3)c1	i
CCC[C@H]1CN(c2ccc(Br)cc2)C(=O)[C@@H]1CC(=O)Nc1ccccc1	4.2%
O=C(OCc1cn([C@H]2CN(C(=O)c3cccs3)[C@@H](c3ccc(Cl)cc3)C[C@@H]2O)nn1)c1ccccc1	i
Oc1ccccc1C1=NC(c2ccccc2)NC(c2ccccc2)C1 (configuration not stated)	12.2%
COc1ccc(C(=O)OCc2cc(=O)oc3c(C)c(C)ccc23)cc1S(=O)(=O)N1CCOCC1	0.8%
CCC/C=C/c1ccc(CN2C(CC(C)C)C(=O)N(Cc3cn(CCC4OCCCO4)nn3)CCS2(=O)=O)cc1 (configuration not stated)	0.2%
CC1(C)OC(=O)C2=C(CC(CCc3ccccc3)OC2c2ccccc2)O1 (configuration not stated)	0.8%
O=C1OC(c2ccccc2)(c2ccccc2)c2ccsc21	1.8%
CC(C)CSCC1OC(n2cnc3c(N)nccc32)C(O)C1O (configuration not stated)	1.3%
Nn1c(SCC(=O)N2CCCC2)nnc1-c1cccs1	0.9%
COc1cc(C(C)=O)ccc1OC(=O)N1CCOCC1	0.9%
Cc1cccc(NC(=O)COC(=O)CN2C(=O)c3ccccc3C2=O)c1	0.2%
COc1ccc(OC)c(-c2nn(-c3ccccc3)cc2C(=O)NC2(C)CCS(=O)(=O)C2)c1 (configuration not stated)	i
COc1ccc(N2CCN(C(=O)COC(=O)c3nc(Cl)ccc3Cl)CC2)cc1	1.3%
O=C(NCc1ccccc1F)C1CC(=O)N(Cc2ccco2)C1 (configuration not stated)	i
CCOC(=O)C1CCc2c(ccc3ccccc23)N1CCC#N (configuration not stated)	2.2%
COc1ccc(S(=O)(=O)N2CCOCC2)cc1NC(=O)C1CC(=O)N(c2ccc3c(c2)OCCO3)C1 (configuration not stated)	5.5%
Cc1ccc(OCC(=O)Nc2cc(Cl)ccc2-n2cncn2)c(C)c1	5.4%
CCN1CCN(C(=O)c2ccc(CS(=O)(=O)Cc3ccccc3Cl)o2)CC1	5.1%
Cn1c(=O)n(C)c2cc(NC(=O)c3ccccc3)ccc21	1.5%
O=C1NC(Cc2ccccc2)c2nc3cc(Cl)ccc3c(=O)n2-c2ncccc21 (configuration not stated)	3.9%
Nc1ccn(CCCNC2CCN(Cc3ccccc3)CC2)c(=O)n1	i
Cc1ccc(S(=O)(=O)N2CC3(O)CN(C(=O)OC(C)C)N(C(=O)OC(C)C)CC3(OC(=O)NCc3ccco3)C2)cc1 (configuration not stated)	5.7%
CSc1nsc(SC)c1-c1ccc(Cl)cc1	1.1%
CCCCCCNC(=O)O[C@@]12CN(S(=O)(=O)c3ccc(C)cc3)C[C@]1(O)Cn1c(=O)n(CCCCCC)c(=O)n1C2	i
C[C@H]1CNC(=O)c2c(C(=O)Nc3cccc(Cl)c3)ncn21	7.2%
C[C@H](CO)N1C[C@H](C)[C@@H](CN(C)Cc2cccc(O)c2)OCc2cnnn2CCCC1=O	i
COC(=O)C=CSC(=S)C1CCCC1=N (configuration not stated)	4.6%
COC(=O)c1ccc(CNC(=O)c2ccc(OC)c(S(=O)(=O)NC3CC3)c2)cc1	1.1%
O=C1C=CN(C2OC(CO)C(O)C2O)C(=O)C1 (configuration not stated)	7.4%
CC1=C(C(=O)N2CCOCC2)CC(CC(=O)NC2CCCC2)C(=O)N1Cc1ccc(F)cc1 (configuration not stated)	0.7%
COc1ccc(CCN2CC(C(=O)NCCCc3ccncc3)CCC2=O)cc1 (configuration not stated)	i
CC(=O)N(C)C[C@@H]1Oc2ncc(Br)cc2C(=O)N([C@H](C)CO)C[C@@H]1C	2.5%
COc1ccc(C(C#N)=Cc2ccc(OC)c(OC)c2)cc1	5.5%
CN1CCn2cnc(C(=O)NCc3ccccc3)c2C1=O	i
Cc1ccc(NC(=O)CSc2nnnn2C)cc1S(=O)(=O)N1CCCCC1	i
COc1ccc(NS(=O)(=O)c2cccc(C(=O)N3CCOCC3)c2)cc1	0.6%
O=C(C[C@@H]1C[C@H]2c3cc(NC(=O)NC4CCCCC4)ccc3O[C@H]2[C@H](CO)O1)NC1CCCCC1	i
CC=CC(C)=CC(C)C(=O)CC(O)CC1CC(=O)NC(=O)C1 (configuration not stated)	8.3%
Cc1onc(-c2c(Cl)cccc2Cl)c1-c1nc2cc(Cl)ccc2c(=O)o1	1.3%
COc1ccc(NC(=O)C[C@H]2C(=O)N(Cc3ccccc3)C[C@@H]2Cc2ccccc2)cc1	3.2%
(continued)
SMILES	inhibitors of VEEV
CCOc1ccccc1NC(=O)CN(c1ccc(OC)c(OC)c1)S(=O)(=O)c1ccc(C)cc1	7.5%
C/C=C/c1ccc2c(c1)O[C@H](CN(C)CC1CCOCC1)[C@@H](C)CN([C@H](C)CO)S2(=O)=O	0.3%
COc1ccc(C(=O)C=Cc2ccc3c(c2)OCO3)cc1OC	?
O=C(CCNS(=O)(=O)c1ccc(Cl)cc1)NCCc1ccccc1	0.2%
CC(C)NC(=O)N(C)C[C@@H]1Oc2cc(Br)ccc2S(=O)(=O)N([C@@H](C)CO)C[C@H]1C	i
CCOC(=O)Nc1ccc(S(=O)(=O)N2CCC(c3nc4ccccc4[nH]3)CC2)cc1	1.9%
CC1Cc2ccccc2N1C(=O)Cn1cc(C(F)(F)F)ccc1=O (configuration not stated)	1.9%
C#CCN(C[C@H]1[C@H](OC(=O)NCC2CCCCC2)[C@H](OC(=O)NCC2CCCCC2)C[C@H]2C(=O)N(c3ccccc3)C(=O)[C@@H]12)S(=O)(=O)c1ccc(C)cc1	0.7%
CN(C(=S)NC(=O)C1CCCC1)c1ccccc1	0.4%
CCCCCCn1c(=O)n2n(c1=O)[C@@H]1CN(S(=O)(=O)c3ccc(C)cc3)C[C@]1(O)[C@@H](OC(=O)NCc1ccco1)C2	5.8%
CCC1Oc2ccccc2N(CC(=O)N2CCCC2)C1=O (configuration not stated)	1.1%
C[C@H](CO)N1C[C@H](C)[C@H](CN(C)S(=O)(=O)c2ccc(-n3cccn3)cc2)OCc2cnnn2CCCC1=O	i
CCC(Oc1ccccc1)C(=O)OCC(=O)Nc1c(C)nn(-c2ccccc2)c1C (configuration not stated)	3.8%
Cc1cn([C@H]2C[C@H](O)[C@@H](CNC(=O)[C@H](N)Cc3cscn3)O2)c(=O)[nH]c1=O	0.7%
Cc1ccc(NC(=C(C#N)C#N)c2ccccc2)cc1	i
CCOC(=O)N(C)C[C@H]1OCc2cnnn2CCCC(=O)N([C@@H](C)CO)C[C@H]1C	?
COc1ccc(NC(=O)CCNC(=O)N2CC(=O)Nc3ccccc32)cc1	0.1%
Nc1ccc(C(=O)Nc2ccc(Nc3ccncc3)cc2)c([N+](=O)[O-])c1	i
O=C(CN1CCN(S(=O)(=O)c2ccc(Br)s2)CC1)NCC1CCCCC1	0.9%
CCCCN1C(=O)C(CC(=O)NC2CCCC2)CC(C(=O)N(CC)CC)=C1C (configuration not stated)	0.0%

Next section, starting with the last two of the part before.
SMILES	inhibitors of VEEV
O=C(CN1CCN(S(=O)(=O)c2ccc(Br)s2)CC1)NCC1CCCCC1	0.9%
CCCCN1C(=O)C(CC(=O)NC2CCCC2)CC(C(=O)N(CC)CC)=C1C (configuration not stated)	0.0%
O=C(Nc1ncccc1O)c1ccc(Cl)c(S(=O)(=O)N2CCCC2)c1	i
Cc1ncoc1C(=O)NCC1=C(c2cccc3ccccc23)C[C@@H]2CC[C@H]1N2Cc1ccco1	i
FC(F)(F)c1nc2nccnc2[nH]1	i
Cc1ccc(CNC(=O)C2CCN(S(=O)(=O)N3CCC(C)CC3)CC2)cc1	1.8%
COc1ccc(CC(=O)Cc2ccc(OC)c(OC)c2)cc1OC	2.1%
Clc1cccc(NC2=NCCS2)c1	i
CCN1CCN(c2sc(S(=O)(=O)CC)nc2S(=O)(=O)c2ccc(C)cc2)CC1	0.2%
CCc1cc2c(SCC(=O)NC3CCCC3)ncnc2s1	5.2%
COc1ccc(S(=O)(=O)N2CCCCCC2)cc1NC(=O)Cc1cccc(C(F)(F)F)c1	0.3%
Cc1ccc(C(=O)NCC(=O)Nc2ccccc2C)o1	i
COc1ccc(CCC(=O)N2CCN(S(=O)(=O)c3ccc(OC)c([N+](=O)[O-])c3)CC2)cc1	0.7%
O=C1NC(Cc2ccccc2)c2nc3cc(F)ccc3c(=O)n2-c2cc3ccccc3cc21 (configuration not stated)	6.1%
COc1ccccc1CC(=O)Nc1cc(C)on1	i
Cc1noc(C)c1S(=O)(=O)N(C)C[C@H]1OCc2cn(nn2)CCCC(=O)N([C@@H](C)CO)C[C@@H]1C	i
Cc1cnc(NS(=O)(=O)c2ccc(N)cc2)nc1-c1ccccc1O	i
Nc1nc(N)c2cc(CNc3ccc(Cl)c(Cl)c3)ccc2n1	i
COc1ccccc1-c1noc2c1C(=O)NCC2	i
Cc1cc2cc3c(=O)[nH]c(=O)cc-3n(CC(O)C(O)C(O)CO)c2cc1C (configuration not stated)	i
C#CCN(C[C@@H]1[C@@H](OC(=O)NCc2ccccc2)[C@@H](OC(=O)NCc2ccccc2)Cn2c(=O)n(CCCCCC)c(=O)n21)S(=O)(=O)c1ccc(C)cc1	0.5%
C[C@H]1CN([C@@H](C)CO)C(=O)CCCn2nncc2CO[C@@H]1CN(C)Cc1cccc(C(F)(F)F)c1	i
CC(C)(CNC(=O)c1cccc(S(=O)(=O)N2CCCCC2)c1)N1CCOCC1	i
CC1=C(C(=O)N2CCOCC2)CC(CC(=O)NC2CCCCC2)C(=O)N1CCCN1CCCC1=O (configuration not stated)	1.9%
N#CC(c1ccc(N)cc1)C(CC(=O)c1ccccc1)c1ccccc1 (configuration not stated)	5.5%
C[C@@H]1CN([C@@H](C)CO)C(=O)CCCn2nncc2CO[C@@H]1CN(C)S(=O)(=O)c1ccc(F)cc1	i
CCN1C(=O)[C@H]2[C@@H](c3ccc(C(F)(F)F)cc3)N[C@]3(CCCN(Cc4ccc(C(F)(F)F)cc4)C3=O)[C@H]2C1=O	3.1%
CN1OC[C@@H]2CN[C@H](c3ccc(-c4cc5ccccc5o4)cc3)C[C@@H]21	4.0%
CCCCN1C[C@H](c2ccc(OC)cc2)[C@@H](CC(=O)Nc2ccc(OC)cc2)C1=O	1.6%
CC(C)CC#Cc1ccc2c(c1)O[C@H](CN(C)C(=O)Nc1ccccc1)[C@@H](C)CN([C@H](C)CO)S2(=O)=O	0.8%
C[C@@H]1CN([C@@H](C)CO)C(=O)c2cc(C#Cc3ccccc3)cnc2O[C@H]1CN(C)C(=O)c1ccccc1F	11.8%
COc1ccc(-n2ncc3c(SCC(=O)OC(C)C)ncnc32)cc1	i
COc1ccc2c(=O)c3c(=O)n(Cc4ccccc4)c(C(C)C)nc3oc2c1	1.3%
C[C@H]1CN([C@@H](C)CO)C(=O)CCCn2nncc2CO[C@@H]1CN(C)Cc1ccc(Oc2ccccc2)cc1	0.4%
C[C@@H]1CN([C@H](C)CO)C(=O)c2c(c3ccccc3n2C)-c2ccccc2CO[C@@H]1CN(C)Cc1ccc(O)cc1	i
COc1ccc(S(=O)(=O)N2CCN(CC(=O)N3CCNC3=O)CC2)cc1OC	2.0%
COC1OC2COC(c3ccccc3)OC2C2OC(c3ccccc3)OC12 (configuration not stated)	2.4%
CC(OC(=O)C1COc2ccccc2O1)C(=O)c1ccccc1 (configuration not stated)	0.2%
Cc1ccc(CNC(=O)c2ccc(S(=O)(=O)N3CCCCCC3)cc2)cc1	0.7%
CC1=C(C(=O)N(C)C)CC(CC(=O)NC2CC2)C(=O)N1Cc1ccc(C(C)(C)C)cc1 (configuration not stated)	i

Molecules above with a Cl atom:
SMILES	inhibitors of VEEV
O=C(OCc1cn([C@H]2CN(C(=O)c3cccs3)[C@@H](c3ccc(Cl)cc3)C[C@@H]2O)nn1)c1ccccc1	i
COc1ccc(N2CCN(C(=O)COC(=O)c3nc(Cl)ccc3Cl)CC2)cc1	1.3%
Cc1ccc(OCC(=O)Nc2cc(Cl)ccc2-n2cncn2)c(C)c1	5.4%
CCN1CCN(C(=O)c2ccc(CS(=O)(=O)Cc3ccccc3Cl)o2)CC1	5.1%
O=C1NC(Cc2ccccc2)c2nc3cc(Cl)ccc3c(=O)n2-c2ncccc21 (configuration not stated)	3.9%
CSc1nsc(SC)c1-c1ccc(Cl)cc1	1.1%
C[C@H]1CNC(=O)c2c(C(=O)Nc3cccc(Cl)c3)ncn21	7.2%
Cc1onc(-c2c(Cl)cccc2Cl)c1-c1nc2cc(Cl)ccc2c(=O)o1	1.3%
O=C(CCNS(=O)(=O)c1ccc(Cl)cc1)NCCc1ccccc1	0.2%
O=C(Nc1ncccc1O)c1ccc(Cl)c(S(=O)(=O)N2CCCC2)c1	i
Clc1cccc(NC2=NCCS2)c1	i
Nc1nc(N)c2cc(CNc3ccc(Cl)c(Cl)c3)ccc2n1	i
